# Tat export inh: blocks Tat-dependent protein export in E. coli; AID 488895; E. coli MC4100 TorA-mCherry Tat export, fluorescence; inhibition, % at 10 µM; 0.036% of 340,000 active;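 active means mean replicate inhibition at least 50% and at least half of replicates individually reaching 50%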;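 further: exported cargo escapes ClpAP degradation while cytoplasmic cargo is degraded and loses fluorescence; 0% = median of neutral control wells and 100% = median of NaSCN control wells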
# PKA-R1A act: PKA-R1A complex activation | activation, % at 11.4 µM | AID 504707 | 0.083% of 340,000 active | P00514+P68181 | PKA-R1A dissociation, Cy5-IP20 fluorescence polarization; scaled: DMSO 0%, 113 µM cGMP 100%;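 active means percent activation above the mean of all tested compounds plus 3 SD, cut at about 19% in these data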;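 further: higher means more PKAc released from R1A so a rise in polarization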
# PfHsp90 set2: reduces growth (ATP signal) of yeast expressing P. falciparum Hsp90; S. cerevisiae expressing PfHsp90, BacTiter-Glo ATP, 48 h; yeast lacking PDR1 and PDR3 efflux regulators; inhibition, % at 9.4 µM; 0.32% of 310,000 active; AID 504621;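 active means every replicate shows inhibition above about 80%, whatever the replicate mean, limit read from the data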;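 further: 0% = DMSO neutral controls and 100% = 20 µM radicicol positive controls; yeast relying on Plasmodium falciparum Hsp90 in place of its own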
# OPRM1-OPRD1 inv: mu-delta opioid heterodimer inverse agonism; cell-based MOR-DOR heterodimer luminescence; inhibition, % at 9.3 µM; 0.21% of 340,000 active; AID 504357; in the data active means inhibition above about 22%, passing the limit was not always enough;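 further: 0% = cells with DMSO and 100% = wells without cells with DMSO; values of inactives mirror those of a sister screen read the other way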
# Target sequence (P35372 whole entry, looked up): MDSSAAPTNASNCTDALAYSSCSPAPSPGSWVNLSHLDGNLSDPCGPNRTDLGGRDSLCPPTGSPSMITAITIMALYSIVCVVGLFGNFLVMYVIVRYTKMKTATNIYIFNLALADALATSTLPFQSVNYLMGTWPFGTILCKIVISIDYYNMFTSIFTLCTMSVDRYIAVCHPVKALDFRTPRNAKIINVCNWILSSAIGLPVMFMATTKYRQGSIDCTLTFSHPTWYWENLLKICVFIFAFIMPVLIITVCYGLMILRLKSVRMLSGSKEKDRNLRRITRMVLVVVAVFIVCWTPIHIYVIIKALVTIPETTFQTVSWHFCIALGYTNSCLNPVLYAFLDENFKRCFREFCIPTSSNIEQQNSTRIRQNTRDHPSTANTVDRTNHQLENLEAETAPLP
# Target sequence (P41143 whole entry, looked up): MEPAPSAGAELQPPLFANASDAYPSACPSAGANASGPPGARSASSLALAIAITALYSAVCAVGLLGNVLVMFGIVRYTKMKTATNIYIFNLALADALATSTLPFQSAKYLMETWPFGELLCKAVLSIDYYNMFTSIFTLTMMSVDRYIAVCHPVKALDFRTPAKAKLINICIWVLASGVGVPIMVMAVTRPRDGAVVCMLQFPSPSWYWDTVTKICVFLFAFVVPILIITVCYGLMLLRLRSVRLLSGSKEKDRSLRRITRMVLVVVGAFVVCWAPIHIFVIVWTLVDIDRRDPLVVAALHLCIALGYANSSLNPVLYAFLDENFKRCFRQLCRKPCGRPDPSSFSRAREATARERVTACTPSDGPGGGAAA
# MOR-DOR ag: OPRM1-OPRD1 heterodimerization agonism; cells, luminescence; AID 504326; activation, % at 9.3 µM; 0.3% of 340,000 active; P35372+P41143; in the data active means activation above about 18%;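 further: 0% = vehicle-treated cells and 100% = reference agonist; values of inactives mirror those of a sister screen read the other way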
# Ecoli viability: reduces bacterial viability in AddAB counter-screen; inhibition, % at 11.9 µM; 0.27% of 330,000 active; AID 449728; E. coli V3065 growth, OD600 absorbance, 18 h;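 active means inhibition above the campaign's mean inhibition across all tested compounds plus 3 SD, cut at about 9.9% in these data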;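 further: uninfected addAB+ strain grown without phage in ampicillin broth; 0% = DMSO wells and 100% = ciprofloxacin 0.95 µg/ml wells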
# phage Ecoli inh: E. coli growth loss with phage present | 0.26% of 360,000 active | AID 651602 | growth absorbance | inhibition, % at 11.9 µM; in the data active means inhibition above about 11%
# Pemphigus Ab inh: human desmoglein-3 autoantibody binding inhibition; DSG3-coupled beads, scFv-anti-DSG3-GFP binding, flow cytometry; stronger effect = lower value; AID 588358; P32926; 0.48% of 310,000 active; binding (percent of control), % at 10 µM;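 active means binding more than 3 SD below its plate's average and above zero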;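 further: hits lower antibody fragment binding to DSG3; some compounds called inactive have numbers as strong as hits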
# Arrestin-AP2 inh: inhibitors of human beta-arrestin and AP2 interaction. 0.31% of 340,000 active. FITC-arrestin peptide / GST-AP2 beads, flow cytometry; AP2 beta2 appendage carries R879A mutation. inhibition, % at 10 µM;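 active means inhibition above a set limit, near 3 SD of compounds lacking own fluorescence, cut at about 54% in these data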;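 further: plate controls were DMSO wells for no effect and 5 µM unlabelled arrestin peptide for full effect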
#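 Test system: GST-tagged AP2 beta2-adaptin appendage (R879A) on 4 µm glutathione beads; also added: fluorescein-tagged arrestin peptide at 50 nM final; timing: 12 min plus 1 h, RT; signal: flow cytometry, FL1 (488/535 nm); read-out: percent drop in bead-associated FITC signal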
# AddAB inh: less growth of phage-infected E. coli with AddAB | E. coli expressing H. pylori AddAB, absorbance growth | inhibition, % at 11.9 µM | 0.29% of 330,000 active; in the data active means inhibition above about 12%;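 further: 0% = vehicle wells of infected cells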
# Mot1-301 SUMO: inhibitors of SUMOylation pathway: yeast Mot1-301 growth rescue; growth rescue, % at 18.8 µM; S. cerevisiae Mot1-301 growth rescue, ATP luminescence, 38.5C; percent above DMSO median, 100 means doubled; 1% of 320,000 active;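 active means every valid replicate shows activation above 250% relative to neutral control wells; inactive means the rest, any valid replicate at or below 250%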;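 further: OY570 slx delta 5 strain wells were the positive control but not used for scaling; some compounds called inactive have numbers as strong as hits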
# * = called active by the depositor; · = not tested or not shown.
Structure	Tat export inh	PKA-R1A act	PfHsp90 set2	OPRM1-OPRD1 inv	MOR-DOR ag	Ecoli viability	phage Ecoli inh	Pemphigus Ab inh	Arrestin-AP2 inh	AddAB inh	Mot1-301 SUMO
CS(=O)(=O)Nc1ccc(C(=O)NCc2ccc3c(c2)OCO3)cc1	-5	-7	-4	5	-1.1	-2.4	3.3	·	34	0.9	35
Cc1ccc(-c2csc3nc(-c4ccncc4)[nH]c(=O)c23)cc1	2	-7	0	-2	0.4	0.8	-1.2	103	-19	4.2	4
NS(=O)(=O)c1ccc(NC(=O)Cc2cccs2)cc1	-10	7	-3	14	-2.9	·	2.9	100	-7	·	2
COCCNC(=O)CNC(=S)N(CCCN1CCOCC1)Cc1cccs1	0	-8	0	-6	1.2	0.1	0.2	93	-17	4.5	3
CCn1c(CCCOc2ccc(Cl)cc2Cl)n[nH]c1=S	4	-2	·	2	-0.5	0.6	0.8	123	3	-1.0	5
COC(=O)c1ccc(COC(=O)Cc2n[nH]c(=O)c3ccccc23)cc1	1	-7	20	-2	0.4	-1.7	1.1	108	12	-0.6	-6
CCCCN(C(=O)CCC(=O)Nc1cc(C)on1)C(C(=O)NC1CCCC1)c1ccc(OC)cc1 (centres undefined)	4	-2	11	9	-1.4	1.4	2.5	·	10	2.1	-11
CCc1nnc(NC(=O)COc2ccc([N+](=O)[O-])cc2)s1	6	-2	7	11	-2.2	-0.7	0.5	100	-11	-1.0	-3
O=C(Cn1cnc2c(OCc3ccccc3)ncnc21)NCCCc1ccccc1	-6	-1	11	·	·	-2.9	1.5	93	35	1.9	-14
O=C(COc1ncnc2ccc(Br)cc12)NCc1ccc2c(c1)OCO2	-4	-8	-6	11	-1.9	0.2	0.8	101	19	-0.9	11
NN=C(c1cccc([N+](=O)[O-])c1)c1cccc([N+](=O)[O-])c1	·	·	·	·	·	-0.2	2.1	110	-17	2.3	-14
COc1ccc(CCNC(=O)COC(=O)c2cc(S(=O)(=O)N3CCCC3)ccc2O)cc1	-2	2	27	0	-0.1	1.6	2.3	101	8	-2.0	·
O=C(O)/C=C/c1cnc2ccccc2c1	0	11	-15	18	-3.1	-1.8	3.0	106	-8	4.1	-11
COc1ccc(-n2c(Cc3cccn3C)nnc2SCC(=O)Nc2ccc3c(c2)OCCO3)cc1	-1	3	17	0	0.1	-0.7	2.6	109	21	4.3	-2
Cc1ccccc1CN1CCN(C(=O)c2cc(-c3ccncc3)nc3ccccc23)CC1	6	-4	-3	11	-2.1	-2.7	0.3	·	-8	-0.8	-7
Fc1ccc(-n2cc(CNCCc3ccccn3)c(-c3ccccc3Cl)n2)cc1	4	2	-22	-40	8.4	-1.6	1.2	103	-10	-1.0	-8
CN1C(=O)/C(=N\OC(=O)c2cccc3ccccc23)c2ccccc21	1	-6	-16	-1	0.2	1.2	5.1	104	7	4.7	-34
COc1cccc2c1OCC(C(=O)NCc1ccc(Cl)cc1Cl)=C2	-4	-11	-36	10	-2.1	0.3	3.9	98	6	4.6	-15
COc1ccc(/C=N/Nc2cc(N3CCCC3)nc(N3CCCC3)n2)cc1	5	6	5	-13	2.6	-1.5	4.6	106	6	0.7	24
Cc1ccc(C)c(NC(=O)Cn2nc(-c3ccccc3)nc2-c2ccccc2)c1	-1	-9	·	-12	2.4	0.5	2.8	·	-8	2.2	-24

# Part of the list above, set out differently:
# Results follow in this order: Tat export inh, PKA-R1A act, PfHsp90 set2, OPRM1-OPRD1 inv, MOR-DOR ag, Ecoli viability, phage Ecoli inh, Pemphigus Ab inh, Arrestin-AP2 inh, AddAB inh, Mot1-301 SUMO
> O=C(COc1ncnc2ccc(Br)cc12)NCc1ccc2c(c1)OCO2
  -4, -8, -6, 11, -1.9, 0.2, 0.8, 101, 19, -0.9, 11
> NN=C(c1cccc([N+](=O)[O-])c1)c1cccc([N+](=O)[O-])c1
  ·, ·, ·, ·, ·, -0.2, 2.1, 110, -17, 2.3, -14
> COc1ccc(CCNC(=O)COC(=O)c2cc(S(=O)(=O)N3CCCC3)ccc2O)cc1
  -2, 2, 27, 0, -0.1, 1.6, 2.3, 101, 8, -2.0, ·
> O=C(O)/C=C/c1cnc2ccccc2c1
  0, 11, -15, 18, -3.1, -1.8, 3.0, 106, -8, 4.1, -11
> COc1ccc(-n2c(Cc3cccn3C)nnc2SCC(=O)Nc2ccc3c(c2)OCCO3)cc1
  -1, 3, 17, 0, 0.1, -0.7, 2.6, 109, 21, 4.3, -2
> Cc1ccccc1CN1CCN(C(=O)c2cc(-c3ccncc3)nc3ccccc23)CC1
  6, -4, -3, 11, -2.1, -2.7, 0.3, ·, -8, -0.8, -7
> Fc1ccc(-n2cc(CNCCc3ccccn3)c(-c3ccccc3Cl)n2)cc1
  4, 2, -22, -40, 8.4, -1.6, 1.2, 103, -10, -1.0, -8
> CN1C(=O)/C(=N\OC(=O)c2cccc3ccccc23)c2ccccc21
  1, -6, -16, -1, 0.2, 1.2, 5.1, 104, 7, 4.7, -34

# Further structures
Structure	Tat export inh	PKA-R1A act	PfHsp90 set2	OPRM1-OPRD1 inv	MOR-DOR ag	Ecoli viability	phage Ecoli inh	Pemphigus Ab inh	Arrestin-AP2 inh	AddAB inh	Mot1-301 SUMO
Cc1oc(-c2ccccc2F)nc1CN1CCC(C(=O)NCc2cccnc2)CC1	-4	-2	29	10	-2.0	0.3	-0.2	91	4	3.7	-8
Cc1cc(NS(=O)(=O)c2ccccc2)cc(Cl)c1O	0	-4	2	-12	2.3	0.6	3.1	·	10	0.3	-9
CCOc1ccc(-c2nn(-c3ccccc3)cc2/C=C2\SC(=S)N(C3CCS(=O)(=O)C3)C2=O)cc1 (centres undefined)	8	-3	-1	7	-1.1	-0.7	3.6	92	18	3.4	-15
CCOC(=O)c1c(NC(=O)Cn2cnc3scc(-c4ccc(C)cc4)c3c2=O)sc(C)c1C	8	5	-1	-36	6.0	-3.5	4.8	91	-8	-3.8	-2
Cn1c(=O)c2c(nc(NCCO)n2CCc2ccccc2)n(C)c1=O	-5	2	-7	15	-2.6	-1.2	2.0	99	3	1.6	-12
COC(=O)C1=C(C(=O)OC)[C@@H]2N(C)c3ccc(OC)cc3[C@@]23C[C@@H](C(=O)OC)N(C(=O)NC2CCCCC2)C3=N1	-4	-22	8	11	-1.9	-2.4	1.1	106	38	3.0	-1
CCCN1CCN(CCCNC(=O)Cn2nc(-c3ccc(C)cc3)ccc2=O)CC1	6	0	-15	10	-1.8	-0.7	2.7	95	-4	1.4	11
Cc1cccc(C(=O)NNS(=O)(=O)c2ccccc2)c1O	4	6	7	-5	1.0	1.1	2.1	106	10	-0.3	·
CCCN1CCN(C(=S)Nc2ccc(SC(F)F)cc2)CC1	-11	-3	-8	1	-0.1	-0.9	0.8	98	-3	0.8	25
Cc1ccc(CN=Cc2[nH]c3ccc(Br)c(Cl)c3c2O)cc1	-5	1	-54	-53	8.4	-0.6	-2.8	109	-2	0.6	2
CCN1C(=O)C(CC(=O)Nc2ccc(C)cc2C)Nc2cc(S(=O)(=O)N(C)C)ccc21 (centres undefined)	-1	-1	-5	11	-2.0	2.9	1.6	92	-7	5.4	-7
Cc1cccn2c(=O)c(C=O)c(N3CCCCC3)nc12	6	-10	7	10	-1.9	-0.1	3.0	102	36	-1.8	11
O=S(=O)(NCCc1ccccn1)c1cccs1	0	-1	34	-10	1.8	-0.2	2.1	107	22	-1.0	1
O=C(CSC1=Nc2ccccc2C2=NC(c3ccccc3)C(=O)N12)NC1CCCCC1 (centres undefined)	3	-4	1	4	-0.7	1.2	-1.9	·	29	2.1	40
CC(C)CNS(=O)(=O)c1cc(C(=O)OCC(=O)N2CCOCC2)c(Cl)cc1Cl	4	-5	-5	3	-0.5	-2.5	2.0	103	1	2.3	83
CCCCOC(=O)C(C)Sc1n[nH]c(=O)[nH]c1=O (centres undefined)	1	-13	·	-6	0.9	-0.1	4.6	87	0	0.8	-4
COc1cccc(C2N(c3ccccc3)CCN2c2ccccc2)c1OC	-7	-4	12	9	-1.8	0.2	-2.3	106	19	1.8	-4
CC(NC(=O)COC(=O)c1ccc([N+](=O)[O-])s1)c1ccccc1 (centres undefined)	1	-9	4	-10	1.8	0.3	2.6	122	-3	2.3	-8
CCC(OC(=O)c1cccs1)C(=O)NCc1ccc2c(c1)OCO2 (centres undefined)	-2	-1	-15	6	-1.0	-3.6	1.9	108	26	1.5	14
O=c1oc(CCCO)cc2ccc(C#Cc3ccsc3)cc12	-1	-1	-4	1	-0.1	0.3	0.2	97	7	0.5	35
CCOC(=O)N1CCC(NC(=O)C2CCCN(Cc3nc(-c4ccc(CC)cc4)oc3C)C2)CC1 (centres undefined)	4	4	-4	-10	2.1	1.4	2.9	102	1	3.4	16
O=S(Cc1ccc(Cl)cc1)CC(O)COCc1ccc(Cl)cc1 (centres undefined)	-8	-4	10	-13	2.4	-1.1	2.5	99	6	0.3	10
COc1ccc(Cc2noc(-c3ccc([N+](=O)[O-])cc3)n2)cc1OC	5	-8	-30	-40	7.5	1.3	1.3	102	15	4.3	801
O=C1CC(N2CCN(c3ccc(F)cc3)CC2)C(=O)N1c1ccc(F)cc1 (centres undefined)	0	3	-6	16	-3.4	-1.4	1.2	93	-2	5.2	211
C#CCOCCOCCOCCNc1nc(N2CCN(C(=O)C([C@@H](C)CC)n3cc(C(N)Cc4ccc(O)cc4)nn3)CC2)nc(N2CCN(C(=O)[C@H](CCC(=O)O)n3cc(C(N)CO)nn3)CC2)n1 (some centres undefined)	-1	4	-9	10	-1.7	-1.6	·	105	7	2.9	-4
COc1ccc(C(C)=O)c(Oc2cc(NN3CCCCC3)c([N+](=O)[O-])cc2[N+](=O)[O-])c1	-6	5	26	9	-1.5	-0.7	1.4	95	7	3.6	-2
CCOc1ccc(NC(=O)C2CCCN2S(=O)(=O)c2ccc3c(c2)C(C)(C)C(=O)N3C)cc1 (centres undefined)	2	-5	-5	-3	0.6	-0.3	3.1	99	-2	2.9	11
Cc1nn(CCCC(=O)Nc2cnn(Cc3ccc(F)cc3)c2)c(C)c1[N+](=O)[O-]	21	-2	-6	4	-0.7	0.3	-0.6	89	-9	0.0	14
O=C1N(c2ccccc2)C[C@@H]2C[C@@H](c3cccc4c3OCO4)N3CCC[C@@]123	4	-1	14	15	-2.9	-2.2	1.9	108	-1	0.1	-8
CN(CC(=O)Nc1ccc(F)cc1)C(=O)C1CC(=O)N(Cc2ccccc2)C1 (centres undefined)	-5	-1	23	0	-0.1	0.4	0.5	105	-4	0.1	-6

# Compound activity (PubChem BioAssay)
